HSF1 inhib = HSF1 inhibitors in luciferase reporter cells, primary screen, cell-based, NIH3T3, luminescence. activity change, negative = inhibition, % at 7.5 µM (by protocol). NIH3T3-HGL HSE-luciferase, MG132-induced, luminescence 8 h; hits give low values. actives 0.77% (n = 300,000);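 active means more than half of replicate wells show activity change below -50%, luminescence cut by over half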;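 further: luciferase reports HSF-1 transcriptional activity via heat shock element; 0% = median of DMSO wells and -100% = zero luminescence signal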
DYRK1A inh = rat Dyrk1A kinase inhibitors, primary screen, biochemical, single point, plate reader. ADP-Glo luminescence, NFATc1 peptide. inhibition, % at 12.5 µM. Dual specificity tyrosine-phosphorylation-regulated kinase 1A (Rattus norvegicus), Q63470. actives 0.43% (n = 310,000); in the data active means inhibition above about 50%;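 further: plate controls were vehicle with enzyme for no effect and no enzyme for full effect; many of its hits are not listed in these tables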
PolyA inhibitor = polyadenylation inhibitors in yeast reporter cells, primary screen, luminescence, S. cerevisiae. actives 0.02% (n = 300,000). AID 1875, 2009. S. cerevisiae SKY197-pL101 polyadenylation reporter, beta-gal luminescence; efflux-impaired pdr1/pdr3 knockout yeast; score 100 = 6 SD above DMSO. calls only at 12 µM;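 active means lowest replicate activity score at least 50, where 100 means six control SD above control mean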;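 further: yeast exposed to compound for 9 h at 30 °C; higher score means more reporter readthrough which indicates perturbed polyadenylation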
AI-2 QS mod = Vibrio harveyi AI-2 quorum sensing modulators, primary screen, JMH597 strain, luminescence/OD600 ratio. activity change, % at 7.5 µM. AID 2094, 2009. actives 0.4% (n = 300,000). Vibrio harveyi JMH597 AI-2 luminescence/OD600 ratio, 9 h; hits give low values; strain lacks LuxN and CqsS sensors; 0 = neutral-control median; in the data active means activity change below about -75%, passing the limit was not always enough;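 further: luminescence divided by OD600 gain over 9 h not by final OD600 alone; inactives centre near 13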
HSF-1 act = HSF-1 activators, primary screen, NIH3T3-HGL cells, MG132 stress, luminescence, single point | activation, % at 9 µM | NIH3T3-HGL HSF-1 luciferase reporter, 8 h; 100% = twice DMSO control signal | actives 1.7% (n = 300,000);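 active means mean replicate activation of at least 50% with a set share of replicates each reaching 50%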;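 further: 0% = median of the neutral control wells and 100% = twice that signal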
HDAC3 inhib = HDAC3 deacetylase inhibitors, primary screen, biochemical, fluorescence, cell-free homogeneous; Histone deacetylase 3 (Homo sapiens), O15379; recombinant HDAC3, fluorogenic peptide/trypsin coupled; inhibition, % at 8.3 µM; actives 0.15% (n = 320,000); AID 2718, 2010; in the data active means inhibition above about 26%, passing the limit was not always enough
Platelet DG rel = inhibitors of platelet dense granule secretion, primary screen, cell-based, MLPCN, human platelets; actives 0.22% (n = 300,000); human platelet-rich plasma, SFLLRN dense granule ATP release, luminescence; inhibition, %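 (compounds screened at 7.5 µM in platelet-rich plasma)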;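 active means mean replicate score, as percent of positive control, at or above 50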
GSK3A inh = blockers of GSK3A enzyme activity – biochemical, luminescence, cell-free homogeneous, HTS, primary screen. Glycogen synthase kinase-3 alpha (Homo sapiens), P49840. GSK-3 alpha kinase, ADP-Glo luminescence, 60 min. actives 0.1% (n = 320,000). inhibition, % at 10 µM;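 in the data active means inhibition above about 50%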;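 further: GST-tagged GSK-3 alpha with peptide substrate and 25 µM ATP; 0% = DMSO neutral wells and 100% = GW8510 positive control wells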
Target sequence (P49840 whole entry, looked up): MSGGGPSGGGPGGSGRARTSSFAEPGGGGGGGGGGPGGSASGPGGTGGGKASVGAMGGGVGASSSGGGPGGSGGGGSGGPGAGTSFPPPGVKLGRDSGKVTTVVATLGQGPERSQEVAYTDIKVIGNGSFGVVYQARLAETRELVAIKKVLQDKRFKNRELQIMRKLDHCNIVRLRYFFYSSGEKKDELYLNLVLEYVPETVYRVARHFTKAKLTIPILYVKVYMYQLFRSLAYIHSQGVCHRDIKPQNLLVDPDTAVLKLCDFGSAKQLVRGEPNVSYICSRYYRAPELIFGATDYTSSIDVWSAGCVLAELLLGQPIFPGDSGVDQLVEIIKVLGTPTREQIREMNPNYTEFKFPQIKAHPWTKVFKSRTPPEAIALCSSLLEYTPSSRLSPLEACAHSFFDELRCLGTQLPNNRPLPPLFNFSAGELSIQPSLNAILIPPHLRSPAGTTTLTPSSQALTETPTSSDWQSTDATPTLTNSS
GSK3beta inhib = human GSK3beta kinase inhibitors, primary screen, biochemical, cell-free homogeneous, HTS | GST-GSK3beta kinase, ADP-Glo luminescence, 60 min; hits give low values | actives 0.038% (n = 300,000) | AID 2097, 2009 | activity score (negative = inhibition), % at 10 µM;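 active means more than half of replicate wells score below -50%, meaning over 50% inhibition versus plate controls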;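 further: 0% = median DMSO wells and -100% = median GW8510 positive control wells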
Target sequence (P49841 whole entry, looked up): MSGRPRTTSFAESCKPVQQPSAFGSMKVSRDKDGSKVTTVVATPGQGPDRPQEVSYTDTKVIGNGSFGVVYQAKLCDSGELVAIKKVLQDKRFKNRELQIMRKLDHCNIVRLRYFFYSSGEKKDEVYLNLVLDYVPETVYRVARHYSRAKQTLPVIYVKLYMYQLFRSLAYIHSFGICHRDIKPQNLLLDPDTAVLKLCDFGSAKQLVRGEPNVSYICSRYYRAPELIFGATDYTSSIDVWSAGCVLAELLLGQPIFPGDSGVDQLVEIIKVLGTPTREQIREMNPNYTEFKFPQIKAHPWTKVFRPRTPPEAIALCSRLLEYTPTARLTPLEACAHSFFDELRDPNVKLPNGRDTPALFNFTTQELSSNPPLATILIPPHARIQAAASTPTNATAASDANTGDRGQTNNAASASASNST
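Test system: GST-fused GSK3beta enzyme, cell-free | Quantity: 1.6 ng GST-GSK3beta enzyme per well | Reagent: 25 µM ATP with peptide substrate | Schedule: 60 min enzyme reaction, room temperature | Signal: Luminescent ADP-Glo measurement of ADP formed | Read-out basis: Score relative to plate controls | Control set: DMSO and 20 µM GW8510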
HSP90 inh = HSP90 inhibitors, primary screen, cell lysate, luminescence; Heat shock protein HSP 90 (rabbit reticulocyte lysate; luciferase refolding); Rabbit reticulocyte lysate, luciferase refolding luminescence, 3 h; inhibition, % at 5.6 µM; actives 0.91% (n = 290,000); AID 1789, 2009;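 active means inhibition above the screen-wide mean plus 3 SD, computed separately per campaign, cut at about 16% in these data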;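 further: 0% = DMSO wells and 100% = 60 µM geldanamycin wells; inhibitors lower the luminescence because luciferase stays unfolded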
Active calls of the source: *; i = inactive; nt = not tested or not shown. Some of the compounds tested, so the mix of outcomes need not match the whole.

SMILES	HSF1 inhib	DYRK1A inh	PolyA inhibitor	AI-2 QS mod	HSF-1 act	HDAC3 inhib	Platelet DG rel	GSK3A inh	GSK3beta inhib	HSP90 inh
CCc1ccc(C(=O)COC(=O)CNC(=O)c2cccs2)cc1	-86*	2	i	37	-89	-2	-6	-2	-1	-3
COc1ccc(CC(=O)n2nc(-c3cccnc3)nc2N)cc1	-8	0	i	21	-13	7	-7	1	-23	3
CCCN1Cc2cccc(C(=O)NCCc3ccccc3)c2C1=O	11	-4	i	4	11	7	-2	-1	2	2
CCCC(=O)N1CC(=O)Nc2ccc(Br)cc2C1c1ccc(F)cc1 (centres undefined)	9	-6	i	8	9	2	8	-3	2	0
Cc1cc(NC(=O)CSc2nc3ccccc3c(=O)n2Cc2ccccc2)no1	3	8	i	-2	5	5	7	-1	3	1
COC(=O)CC1C(=O)NCCN1C(=O)c1ccc(Cl)cc1 (centres undefined)	-4	8	i	4	2	-3	-6	2	1	-2
O=C(CSc1nnc(-c2ccc(O)cc2)o1)Nc1ccccc1Br	11	13	i	31	23	5	5	13	2	-1
O=C(O)CCC(=O)NNC(=O)c1cccc(Cl)c1	-9	-3	i	4	-1	2	-5	-2	4	-5
Cc1cc2[nH]c(=S)[nH]c2cc1C	2	15	i	18	0	-4	0	-1	-8	1
Cc1ccc(CNC(=O)c2cc(=O)c3ccc(C)cc3o2)cc1	-1	4	i	11	0	1	7	0	2	2
COc1ccc(NC(=O)CCCn2c(=O)oc3ccccc32)cc1Cl	38	-1	i	6	62*	0	0	-2	-1	-1
COc1ccc(N2CCN(Cc3cc(=O)oc4ccc(Cl)cc34)CC2)cc1	0	-5	i	4	13	-1	-6	1	4	2
CC(C)C(=O)N(c1ccc(F)cc1)C1C=CS(=O)(=O)C1 (centres undefined)	nt	nt	i	15	nt	-5	-10	1	-1	3
CCOC(=O)c1c(C)[nH]c(=S)c(C#N)c1-c1ccc(Cl)cc1	-4	4	i	8	-1	2	5	12	-2	-1
C=C1SC(=Nc2ccccc2Cl)N(C(=O)c2sc3ccccc3c2Cl)C12CCCCC2	23	nt	i	23	32	-2	-5	-1	-1	2
COC(=O)CN(c1ccccc1[N+](=O)[O-])S(=O)(=O)c1ccccc1	0	2	i	14	16	0	10	-1	8	-5
Nc1nc(-c2ccc3ccccc3c2)cs1	18	nt	i	6	67*	4	8	-1	-3	-3
O=C(Nc1ccc(NC(=O)N2CCN(c3ccccc3O)CC2)cc1)N1CCN(c2ccccc2O)CC1	7	6	i	27	4	4	0	-2	-2	-4
CC1(C)CC(CC(=O)Nc2ccccn2)C(=O)O1 (centres undefined)	-13	-2	i	24	-25	-13	1	2	1	0
O=c1[nH]c(SCc2ccc(Cl)cc2)nc2ccccc12	28	-6	i	37	66*	-8	-4	1	-7	-1
O=C(Nc1ccccc1)N1CCCC2CCCCC21 (centres undefined)	11	13	i	23	29	1	2	-5	-6	-1
CCOCCCNC(=O)CN1C(=O)CSc2ccc(S(=O)(=O)N3CCOCC3)cc21	5	-16	i	-14	19	1	-4	3	2	3
CC(=O)NNS(=O)(=O)c1ccccc1[N+](=O)[O-]	-10	-2	i	20	9	-1	-1	-2	3	1
COc1ccc(C(=O)N/C(=C/c2cccnc2)C(=O)N2CCN(C)CC2)cc1OC	-8	7	i	21	-8	5	5	1	1	-2
CC(=O)c1ccc(NC(=O)CCC(=O)OCC(F)(F)C(F)F)cc1	-1	18	nt	31	12	-5	8	1	0	17*
O=C(CSc1ccccn1)N1CCN(C(=O)CSc2ccccn2)CC1	-1	5	i	21	-12	-11	9	-4	0	nt
CC1c2[nH]c3ccccc3c2C[C@H]2C(=O)N(CCCN(C)C)CC(=O)N12 (some centres undefined)	-8	0	i	6	-8	-4	-1	0	-1	-1
COC(=O)c1ccccc1NC(=O)Cn1cc2c(n1)CCC(C)C2 (centres undefined)	10	3	i	4	2	-1	7	nt	1	-3
O=C(NCCN1CCN(C(=O)c2cccs2)CC1)C(=O)Nc1ccc(Br)cc1	-3	8	i	7	0	4	0	-3	2	-10
O=C(c1cc(-c2ccncc2)nc2ccccc12)N1CCN(c2ccccn2)CC1	-6	4	i	-3	-2	4	8	0	-4	0
O=C1CC(c2ccco2)Cc2nc(N3CCN(Cc4ccc5c(c4)OCO5)CC3)ncc21 (centres undefined)	nt	0	nt	1	nt	4	nt	0	2	0
O=C(N1CCCC1)C12CC3CC(C1)CC(C(=O)N1CCCC1)(C3)C2	5	1	i	6	-4	-3	10	-3	3	-3
CCOC(=O)CN1C(=O)c2ccccc2Sc2ncccc21	-3	6	i	21	12	1	16	0	4	1
Cn1c(=O)c(C(=O)COC(=O)c2cc(-c3ccco3)nc3ccccc23)c(N)n(Cc2ccccc2)c1=O	-5	nt	nt	47	-17	8	-4	nt	-4	-1
CC(C)CNC(=O)COc1ncnc2ccccc12	2	-10	i	11	11	-7	19	-3	1	0
CCOc1ccc(OCC(=O)NCCc2nc3ccccc3[nH]2)cc1	3	4	i	nt	-5	7	-3	-2	nt	-3
CN(C)S(=O)(=O)c1ccc(C(=O)Nc2nc(-c3ccccc3)c(C(=O)c3ccccc3)s2)cc1	6	-3	i	18	-5	nt	-3	nt	1	-1
Cc1ccc(C(=O)C(C)OC(=O)c2ccc(Cl)nc2)cc1 (centres undefined)	-4	nt	i	14	13	0	2	-3	-2	nt
Cc1c([N+](=O)[O-])cc(C(=O)Oc2cccc(C(=S)N3CCOCC3)c2)cc1[N+](=O)[O-]	-7	3	i	7	3	1	3	-2	0	1
O=C(O)c1cc2sccc2s1	-4	nt	i	21	2	4	-3	-6	1	-1

Some of these compounds in order of SMILES length, highest first.
SMILES	HSF1 inhib	DYRK1A inh	PolyA inhibitor	AI-2 QS mod	HSF-1 act	HDAC3 inhib	Platelet DG rel	GSK3A inh	GSK3beta inhib	HSP90 inh
Cn1c(=O)c(C(=O)COC(=O)c2cc(-c3ccco3)nc3ccccc23)c(N)n(Cc2ccccc2)c1=O	-5	nt	nt	47	-17	8	-4	nt	-4	-1
O=C(CSc1ccccn1)N1CCN(C(=O)CSc2ccccn2)CC1	-1	5	i	21	-12	-11	9	-4	0	nt
Cc1ccc(C(=O)C(C)OC(=O)c2ccc(Cl)nc2)cc1 (centres undefined)	-4	nt	i	14	13	0	2	-3	-2	nt

(more compounds)
SMILES	HSF1 inhib	DYRK1A inh	PolyA inhibitor	AI-2 QS mod	HSF-1 act	HDAC3 inhib	Platelet DG rel	GSK3A inh	GSK3beta inhib	HSP90 inh
COCCn1c(SCC(=O)N(C)c2ccccc2)nc2c([nH]c3ccccc32)c1=O	-3	-7	i	13	7	-5	8	8	-1	5
O=C(Nc1ncn[nH]1)c1ccc(S(=O)(=O)N2CCOCC2)cc1	4	10	i	3	-1	1	6	1	2	-3
N/C(=N/OC(=O)c1ccccc1Cl)c1ncc([N+](=O)[O-])s1	133	6	i	-86*	179*	0	-4	3	-6	8
COc1ccc(C(=O)NCCS(=O)(=O)N2CCc3ccccc3C2)c(OC)c1	-2	-1	i	4	-2	4	2	-1	-3	nt
COC(=O)c1ccc(N2CCC(c3cc(-c4ccc(OC)cc4)n[nH]3)CC2)c([N+](=O)[O-])c1	-7	3	i	14	-7	5	-9	-2	4	1
O=Cc1c(NCCc2ccc(F)cc2)c2ccccc2[nH]c1=O	9	17	i	16	11	4	1	13	2	2
COc1ccc(/C=C/C(=O)NC(=S)NNC(=O)c2c(-c3ccccc3)noc2C)cc1	13	5	i	37	9	7	-2	-9	0	-1
Cc1ncccc1C(=O)N1CCCC(C(=O)c2ccc3c4c(cccc24)CC3)C1 (centres undefined)	2	4	i	-5	10	-8	2	0	-1	-1
COc1cc(OC)cc(C(=O)Nc2ccc(S(=O)(=O)Nc3cc(C)on3)cc2)c1	-12	0	i	6	-1	-1	-1	-2	5	-6
CC1CC(C)CN(C2CCCCC2NS(=O)(=O)c2ccc(Cl)cc2)C1 (centres undefined)	-1	nt	i	27	-8	5	-11	5	0	0
Cc1cnc(=O)[nH]c1SCc1cccc(C(F)(F)F)c1	4	nt	i	21	20	1	0	0	6	-1
CCN1C(=O)[C@H]2[C@@H](c3ccc(-c4cccc(Cl)c4)cc3)N3CCCC[C@@]3(C(=O)OC)[C@H]2C1=O	3	1	i	10	-6	11	-4	-1	-1	nt
CC1CCN(c2ccc(N3C(=O)C4CCCCC4C3=O)cc2[N+](=O)[O-])CC1 (centres undefined)	-8	2	i	27	1	-12	-24	-3	-10	-4
COc1cc(C2CC(=O)n3c(nc4ccccc43)S2)cc(OC)c1OC (centres undefined)	-4	nt	i	6	5	nt	1	nt	2	7
O=C(NC1CCCc2ccccc21)C1CCN(S(=O)(=O)c2cccc(C(F)(F)F)c2)CC1 (centres undefined)	0	-1	i	7	-16	3	-22	-2	1	2
Cc1ccc(C(=O)Nc2ccc(S(=O)(=O)N3CCN(C)CC3)cc2)o1	-4	-1	i	11	1	6	5	-3	-1	0
C=CCNc1scc(-c2ccccc2)[n+]1CC=C	-13	-1	i	10	-24	3	1	-2	1	-3
COc1cc(CN2CCC(Cc3ccccc3)CC2)cc(OC)c1OC	-6	-2	i	13	-18	-3	2	-2	0	-3
O=C(COC(=O)c1cc(Cl)ccc1Cl)NCCN1C(=O)CSC1=O	3	4	i	-4	5	-9	14	0	-1	-5
COc1cccc(/C=C2\SC(=S)N(CCC(=O)N3CCCCC3CCO)C2=O)c1 (centres undefined)	-1	1	i	8	15	0	-18	2	6	5
COc1ccc2c(c1)CC/C2=N\OC(=O)c1ccccc1C	22	5	i	23	61*	-5	12	0	-1	-6
CCOc1ccc2c(c1)C(C)=CC(C)(C)N2S(=O)(=O)c1ccc(NC(C)=O)cc1	-18	nt	i	33	-21	-9	4	-6	2	-2
Cc1nc2cc(-c3cccs3)[nH]n2c(=O)c1C	1	26	i	41	-4	7	-11	-1	2	-1
Cc1ccc(C(NC(=O)c2ccccc2)C(Cl)Cl)cc1 (centres undefined)	2	-11	i	17	26	0	-10	-1	0	5
C=CCNC(=S)/N=c1/scc(C)n1C	-2	-5	i	16	5	5	-2	nt	5	0
Cc1ccc(S(=O)(=O)N2CCOCC2)cc1NC(=O)c1cc([N+](=O)[O-])ccc1N1CCOCC1	-4	8	i	10	-2	8	7	-1	4	nt
Cc1[nH]c2ccc(C(=O)NCCCN(C)C3CCCCC3)cc2c1C	4	0	i	-3	-21	1	8	0	26	7
O=C(NCc1ccccn1)C(=O)NCC1OCCN1S(=O)(=O)c1ccc(F)cc1 (centres undefined)	2	-1	nt	16	-1	0	-13	3	1	4

Assay outcomes: PubChem BioAssay, several laboratories
